Screens: PubChem, several laboratories
Glyco luc inh – N-linked glycosylation inhibition | D54 ERlucT glycosylation luciferase reporter, 24 h; percent of 100 nM tunicamycin response | hit rate 0.23% among 360,000 | reporter increase, % at 12.5 µM | AID 588692;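 active = mean luciferase reporter signal, scaled so untreated is 0 and the glycosylation-blocking control 100, at or above a set limit in every replicate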;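 also: luciferase carries N-glycosylation sites so blocking glycosylation raises the light; 0% = median of neutral control wells and 100% = median of 100 nM tunicamycin wells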
ABCB6 inh 2 – inhibitors of human ABC transporter ABCB6. K562-ABCB6 porphyrin accumulation, flow cytometry, 1 h; stronger effect = lower value. fluorescence ratio to DMSO, % at 10 µM. hit rate 0.19% among 360,000. AID 602162;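 active = fluorescence ratio to DMSO below 75%, the collection mean minus 3 SD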;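 also: signal is porphyrin accumulated inside mitochondria; 100% equals median channel fluorescence of DMSO control wells; lower ratio means ABCB6 inhibition with less porphyrin fluorescence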
ABHD5 PLIN5 PPI – blocks binding of human ABHD5 to perilipin-5 | Split G. princeps luciferase complementation, luminescence, 4 h | hit rate 0.78% among 360,000 | inhibition, % at 4 µM | Q00G26+Q8WTS1;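 active = inhibition above the mean inhibition across every tested compound plus 3 SD, cut at about 22% in these data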;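 also: 0% = DMSO only wells and the 100% control is not disclosed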
MC4R barr agon – agonists of human melanocortin 4 receptor (MC4R) beta-arrestin; P32245; hit rate 0.98% among 360,000; activation, % at 8.9 µM; U2OS MC4R beta-arrestin complementation, luminescence; percent of melanotan II response, DMSO zero;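 active = activation above a per-plate cutoff, the mean activation of sample wells on that plate plus 3 SD, cut at about 8% in these data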
Target sequence (P32245 whole entry, looked up): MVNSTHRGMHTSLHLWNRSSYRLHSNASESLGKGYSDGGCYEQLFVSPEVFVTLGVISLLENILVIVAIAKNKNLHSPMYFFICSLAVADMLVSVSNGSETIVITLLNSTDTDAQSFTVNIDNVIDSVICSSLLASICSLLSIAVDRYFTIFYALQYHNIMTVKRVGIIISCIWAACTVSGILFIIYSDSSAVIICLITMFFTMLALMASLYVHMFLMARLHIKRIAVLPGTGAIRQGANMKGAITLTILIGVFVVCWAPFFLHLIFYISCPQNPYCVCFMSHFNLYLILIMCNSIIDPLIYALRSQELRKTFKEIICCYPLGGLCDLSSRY
MC4R antag cAMP – blocks human MC4R cAMP signaling; P32245; MC4R-expressing cells, MTII-stimulated cAMP, LANCE TR-FRET; inhibition, % at 6.5 µM; hit rate 0.48% among 360,000; AID 540295;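 active = inhibition above its plate's cutoff, the mean of tested wells on that plate plus 3 SD, cut at about 29% in these data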;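 also: 0% = Melanotan II alone and 100% = Melanotan II plus saturating MCL0020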
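System – human MC4R-expressing U2OS cells · Also added – Melanotan II · Dosing – one concentration, 6.5 µM nominal · Timing – 30-min compound, 1-h challenge, 1-h detection, room temperature · Measured by – Eu-cAMP/anti-cAMP TR-FRET, emission 671 nm · Replicates – singlicate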
CaV13 ICDI inh – Disruptors of the CACNA1D IQ motif to Ca2+-dependent inactivation inhibitor domain association, primary screening, Förster resonance energy transfer in intact living …; HEK cells, CFP/YFP FRET ICDI-IQ, plate reader, 10 min; percent FRET-ratio fall versus neutral wells; inhibition, % at 12.3 µM; hit rate 0.098% among 340,000; AID 743397;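 active = mean replicate inhibition of at least 30% and at least 1% of replicates passing that level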;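 also: 0% = median of the neutral control wells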
PDI inh – blocks human protein disulfide isomerase activity; P07237; PDI insulin aggregation turbidity, A650, 90 min; inhibition, % at 10 µM; hit rate 0.052% among 350,000; AID 588391;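 active = mean inhibition across replicates of 30% or more, whatever share of single replicates reach that level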;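 also: absorbance from insulin aggregation driven by PDI reduction with DTT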
m5-HT2A agonist – mouse HTR2A agonism via beta-arrestin recruitment. CHO-K1 mHTR2A beta-arrestin complementation, luminescence; percent of 30 µM serotonin response. activation, % at 7.6 µM. hit rate 0.66% among 360,000. AID 624169;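 active = activation above a run cutoff, the mean activation of all tested compounds plus 3 SD, cut at about 14% in these data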;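 also: 0% = plate median of compound wells and 100% = 30 µM serotonin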
Target sequence (P35363 whole entry, looked up): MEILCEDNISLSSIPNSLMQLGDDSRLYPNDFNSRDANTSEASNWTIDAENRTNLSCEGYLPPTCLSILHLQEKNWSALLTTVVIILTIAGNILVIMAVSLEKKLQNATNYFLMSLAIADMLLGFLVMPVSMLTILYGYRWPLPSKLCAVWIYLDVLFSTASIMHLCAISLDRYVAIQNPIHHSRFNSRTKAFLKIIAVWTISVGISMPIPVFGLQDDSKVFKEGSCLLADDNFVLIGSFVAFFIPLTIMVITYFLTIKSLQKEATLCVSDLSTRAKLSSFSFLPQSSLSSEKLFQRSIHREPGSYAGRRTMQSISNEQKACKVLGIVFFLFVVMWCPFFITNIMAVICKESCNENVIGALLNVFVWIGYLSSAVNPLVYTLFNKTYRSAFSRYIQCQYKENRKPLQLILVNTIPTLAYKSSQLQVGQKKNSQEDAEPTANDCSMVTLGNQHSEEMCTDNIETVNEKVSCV
Cardio protect – protects H9c2 cardiomyocytes from peroxide injury. hit rate 0.63% among 360,000. protection from H2O2 cell death, % at 20 µM. H2O2 injury protection, ATPLite, 2 h;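 active = compounds giving at least 50% protection of heart cells from peroxide-induced death in the single-dose screen, raw or plate-pattern-corrected value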;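 also: 0% = DMSO wells with peroxide and 100% = DMSO wells without peroxide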
Granule exo inh – lytic granule exocytosis inhibition. TALL-104 LAMP-1 surface exposure, flow cytometry; cells stimulated with thapsigargin and PMA. inhibition, % at 10 µM. hit rate 0.66% among 360,000. AID 651702;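 active = inhibition above about 55%, limit read from the data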
* = called active by the depositor; nt = no result given.

Values run as follows: Glyco luc inh | ABCB6 inh 2 | ABHD5 PLIN5 PPI | MC4R barr agon | MC4R antag cAMP | CaV13 ICDI inh | PDI inh | m5-HT2A agonist | Cardio protect | Granule exo inh
[1] COc1cc(C(=O)O/N=C(\N)Cc2ccc([N+](=O)[O-])cc2)cc(OC)c1OC
  16 | 95 | 1 | 0.1 | -7 | -18 | 10 | 1 | -4 | 7
[2] O=C(O)CSc1nnc(COc2ccc([N+](=O)[O-])cc2)n1-c1ccccc1
  0 | 99 | 1 | -0.4 | 5 | 3 | -10 | 3 | 0 | 0
[3] O=C(NCCN1CCN(S(=O)(=O)c2ccc(F)cc2)CC1)C(=O)NCc1ccccc1
  0 | 102 | -1 | -0.6 | -4 | -5 | 2 | 2 | -7 | -6
[4] CC(=O)Nc1ccc2nc(SCC(=O)NCCOc3ccccc3)sc2c1
  3 | 93 | 2 | 0.8 | 27 | -2 | 1 | -1 | 8 | -3
[5] CCOc1ccc(CN2CCN(Cc3ccon3)CC2CCO)cc1 (centres undefined)
  -1 | 95 | 7 | -1.5 | -2 | -5 | -10 | 5 | -1 | 1
[6] CCNc1nc(NC(C)C)nc(NS(=O)(=O)c2ccc(Cl)cc2)n1
  1 | 99 | -8 | -0.8 | 23 | -3 | -2 | 1 | -3 | 3
[7] O=C(NCc1ccc(F)cc1)C1CCCN(c2nc3ccsc3c(=O)s2)C1 (centres undefined)
  -3 | 99 | -3 | -1.1 | -1 | -15 | -6 | 0 | 10 | -2
[8] Cc1ccc(NS(=O)(=O)c2ccc3c(c2)N(C)CCO3)cc1
  1 | 95 | -1 | -2.5 | 1 | -3 | 13 | -6 | -5 | -4
[9] CC(NC(=O)COc1ccc(S(=O)(=O)N2CCOCC2)cc1)c1ccccc1 (centres undefined)
  -3 | 99 | 3 | -0.2 | -6 | -3 | -69 | 3 | 1 | -4
[10] CC1CCCN(C(=O)c2ccc(Cl)c(S(=O)(=O)N3CCCCCC3)c2)C1 (centres undefined)
  -3 | 99 | -1 | -0.9 | 9 | -2 | 0 | -1 | -12 | -6
[11] CCOC(=O)C1CCN(c2c(NCc3ccc(C(=O)N(C)Cc4ccccc4)cc3)c(=O)c2=O)CC1
  -2 | 100 | 0 | -1.7 | 16 | -5 | 25 | -1 | 4 | 11
[12] O=C(CNS(=O)(=O)c1ccccc1)N/N=C\c1ccc(Cl)cc1
  2 | 94 | 2 | -0.7 | 2 | -5 | -2 | -3 | -2 | 2
[13] Cc1ccc(-c2nnc(N3CCC(C)CC3)c3ccccc23)cc1C
  -10 | 96 | -1 | 1.3 | 18 | -1 | -3 | 1 | -27 | 15
[14] COc1ccccc1NC(=O)C(=O)NCc1ccncc1
  0 | 91 | 10 | 0.3 | 2 | -2 | -4 | -3 | 10 | -8
[15] COC(=O)C1=C(C(=O)OC)SC(=C2C(=S)C(C)(C)N(C(=O)CC(C)C)c3ccccc32)S1
  -2 | 95 | -12 | 1.1 | 10 | -7 | 1 | 1 | -14 | 3

The list continues.
Values run as follows: Glyco luc inh | ABCB6 inh 2 | ABHD5 PLIN5 PPI | MC4R barr agon | MC4R antag cAMP | CaV13 ICDI inh | PDI inh | m5-HT2A agonist | Cardio protect | Granule exo inh
[16] CC(=O)c1ccc(NC(=O)CSc2nc3[nH]ncc3c(=O)[nH]2)cc1
  -1 | 99 | 6 | -0.9 | -6 | -14 | 9 | -1 | 0 | -1
[17] CCOc1ccc(CN2CCN(CCCc3ccccc3)C(CCO)C2)cc1 (centres undefined)
  0 | 78 | -6 | -0.6 | 1 | -22 | 10 | -4 | -5 | 54
[18] Cn1c(NC(=O)Cc2cccs2)cc(=O)n(C)c1=O
  -2 | 99 | -4 | -1.8 | 5 | -7 | 9 | -6 | -13 | 0
[19] Cn1cc([N+](=O)[O-])cc1-c1nc2ccccc2n1C
  0 | 101 | -3 | -0.5 | 3 | -20 | 9 | 11 | 15 | 0
[20] COc1ccc2[nH]c(C(=O)N/N=C/c3ccc(OC)c(O)c3)cc2c1
  10 | 101 | 4 | 0.2 | -20 | -18 | -7 | -3 | -3 | 29
[21] CSc1nc(-c2ccc(Cl)cc2)nc(N)c1C#N
  0 | 97 | -6 | -1.9 | 0 | -4 | -13 | -1 | 3 | -1
[22] CCc1ccc(CNC(=O)c2ccc(NC(=O)C3=CSCCO3)cc2)cc1
  2 | 101 | -10 | 5.5 | 6 | -5 | 4 | 0 | 1 | 12
[23] COc1ccc(N2CC(C(=O)N[C@H](C(=O)NC(C)c3ccccc3)C(C)C)CC2=O)cc1 (some centres undefined)
  1 | 98 | -9 | -1.4 | 7 | -7 | -4 | 2 | 1 | -5
[24] COc1ccc(OC)c(CN2CCN(S(=O)(=O)c3ccccc3)CC2)c1
  2 | 97 | 0 | -1.3 | 0 | -2 | 4 | 5 | 2 | -16
[25] Cc1cc(Cl)c2oc(C(=O)N3CCN(c4cnccn4)CC3)c(C)c2c1
  0 | 93 | 4 | 0.2 | 5 | -6 | -4 | 4 | 8 | 0
[26] COC(=O)c1ccccc1NC(=S)NC(=O)C1CC1
  2 | 89 | -2 | -2.6 | 3 | -8 | -2 | 8 | 5 | -3
[27] CC(=O)N1CCN(c2ccc(NC(=O)c3ccc4c(c3)OCO4)cc2)CC1
  -1 | 98 | 1 | -0.8 | -3 | -4 | -6 | 1 | 0 | 5
[28] CN1CCN(CCCNC(=O)c2ccc3c(c2)N(Cc2ccccc2)CCS3)CC1
  -3 | 99 | 2 | -1.5 | 10 | -10 | nt | -9 | -5 | 6
[29] O=C(N/N=C/c1ccccn1)c1cc(Br)ccc1O
  9 | 99 | 1 | -2.9 | 2 | -4 | -4 | 1 | 34 | 2
[30] CC(NC(=O)c1cccnc1)C(c1cccs1)N1CCOCC1 (centres undefined)
  2 | 100 | 9 | -0.8 | 7 | -9 | -1 | 4 | 10 | 0

31	Cc1cc(Nc2cc(F)ccc2C)n2ncnc2n1
32	Cc1c(Cl)cccc1NS(=O)(=O)c1ccccc1
33	O=c1[nH]c(CN2CCN(CCO)CC2)nc2ccccc12
34	COc1ccc(S(=O)(=O)N2CCNC(=O)C2)cc1Br
35	CCOc1ccc(CN(CCO)CCO)cc1[N+](=O)[O-]
36	O=C(C1CCN(S(=O)(=O)c2cccc3nsnc23)CC1)N1CCCCC1
37	COc1ncnc2sc(-c3ccccc3)cc12
38	CCCCC(O)(CCCC)C(=O)NN(C(=O)c1cccnc1Cl)c1ccccc1

assay / compound,31,32,33,34,35,36,37,38
Glyco luc inh,-2,-1,0,2,0,-1,-4,1
ABCB6 inh 2,97,89,96,99,99,99,94,101
ABHD5 PLIN5 PPI,3,-5,-1,9,-7,-2,3,-5
MC4R barr agon,-1.1,-1.3,-0.6,0.3,0.8,-0.9,0.6,0.8
MC4R antag cAMP,5,4,-3,-6,0,4,0,21
CaV13 ICDI inh,-4,-17,-7,-6,nt,-2,nt,2
PDI inh,nt,-2,-1,4,-56,6,-3,0
m5-HT2A agonist,1,-2,2,1,7,-2,-3,0
Cardio protect,4,-9,41,3,11,8,0,16
Granule exo inh,2,38,3,0,0,0,-1,10

39	CCOC(=O)C1CCCN(C(=O)c2ccccc2NS(=O)(=O)c2ccc(F)cc2)C1 (centres undefined)
40	CCNc1nc(-c2ccc(Cl)cc2)cs1
41	CC(C)OC(=O)c1ccc2ccc(-c3ccccc3)nc2c1
42	CCN(CC)C(=O)c1[nH]cnc1C(=O)N[C@@H](CCCCNC(=O)OC(C)(C)C)C(=O)OC(C)(C)C
43	CC[C@@]1(C(=O)OC)N[C@H](CN(C)C(=O)NC(C)C)[C@@H]2C(=O)N(Cc3ccccc3)C(=O)[C@@H]21
44	COCCNC(=O)COc1coc(CN2CCN(Cc3ccccc3)CC2)cc1=O
45	COc1ccc2oc(-c3ccc(C)c(NC(=O)c4ccc(N5CCOCC5)c([N+](=O)[O-])c4)c3)nc2c1
46	Cn1c(SCC(=O)Nc2ccc3c(c2)oc2ccccc23)nnc1-c1ccccc1

assay / compound,39,40,41,42,43,44,45,46
Glyco luc inh,-2,-2,-7,4,0,0,-2,2
ABCB6 inh 2,98,122,97,96,89,98,98,102
ABHD5 PLIN5 PPI,-7,-13,-9,7,-4,0,3,-10
MC4R barr agon,1.1,-2.8,nt,0.1,0.9,-0.7,11*,10*
MC4R antag cAMP,8,-5,nt,5,3,5,1,17
CaV13 ICDI inh,-5,nt,-6,-9,-5,-2,-4,nt
PDI inh,-7,-4,nt,7,-7,4,-12,-11
m5-HT2A agonist,-4,-2,5,11,-4,-6,2,1
Cardio protect,5,-22,-10,3,0,0,-4,-13
Granule exo inh,0,-4,-1,3,-4,-11,0,3

47	O=C(N/N=C/c1ccoc1)c1ccc(Cl)cc1Cl
48	CCCCc1cn(C[C@H]2CC[C@@H]([C@@H]3CC[C@H](Cn4cc(CCCC)nn4)O3)O2)nn1
49	CC(OC(=O)Cn1c(C(F)(F)F)nc2ccccc21)C(=O)N1CCCc2ccccc21 (centres undefined)
50	Cc1cccc2cc(C#N)c(NCc3ccccc3)nc12
51	O=C1NC2(CCCCC2)NN1c1ccccc1
52	Cc1ccc(CCC(=O)Nc2nccs2)o1
53	Cc1cc(NC(=O)C2CC2)ncc1NC(=O)c1ccccn1
54	CCC1=NN2C(=N)/C(=C/c3ccc(OS(=O)(=O)c4ccccc4)c(OC)c3)C(=O)N=C2S1

assay / compound,47,48,49,50,51,52,53,54
Glyco luc inh,2,-2,1,0,0,2,1,3
ABCB6 inh 2,94,109,104,94,nt,94,103,99
ABHD5 PLIN5 PPI,-4,-5,-3,-6,-2,-1,-7,-7
MC4R barr agon,-4.7,1.3,1.0,-0.2,-0.9,0.7,-0.6,1.6
MC4R antag cAMP,-1,12,6,-8,5,-9,28,12
CaV13 ICDI inh,-5,-9,nt,16,nt,-9,2,-3
PDI inh,3,3,10,-2,9,15,-4,-15
m5-HT2A agonist,0,1,10,-5,4,-3,-2,-4
Cardio protect,-10,6,2,-6,-4,7,2,1
Granule exo inh,-3,-2,-4,-2,0,0,-2,3

55	CCOc1cc(C(=O)OC(C)C(=O)Nc2ccc(S(N)(=O)=O)cc2)ccc1OCC(=O)N1CCOCC1 (centres undefined)
56	O=C(NNC(=O)C1CC=CCC1)c1ccccc1O (centres undefined)
57	CCN(CC)S(=O)(=O)c1cc(NC(=O)[C@@H](NC(N)=O)C(C)C)ccc1C
58	CC(C)CNC(=O)C1CCN(c2ccc(S(=O)(=O)N3CCOCC3)cc2)CC1
59	COC(=O)C(NC(=O)CN1C(=O)c2ccccc2C1=O)c1ccc(O)c(OC)c1 (centres undefined)

assay / compound,55,56,57,58,59
Glyco luc inh,7,1,0,2,-1
ABCB6 inh 2,102,99,97,106,108
ABHD5 PLIN5 PPI,-10,7,3,-3,0
MC4R barr agon,-2.5,-0.2,2.3,-3.3,-0.9
MC4R antag cAMP,-6,15,11,9,-1
CaV13 ICDI inh,-6,-4,-6,-3,-3
PDI inh,0,3,2,0,0
m5-HT2A agonist,-3,1,2,-2,-1
Cardio protect,-6,3,-4,2,1
Granule exo inh,-5,0,0,-2,-2
